Screening results: PubChem, National Center for Advancing Translational Sciences (NCATS)
15-hLO-2 inh: blocks human 15-lipoxygenase 2 activity. 110,000 compounds, 0.56% hits. purified 15hLO-2, xylenol orange hydroperoxide absorbance. O15296. Potency, µM (titrated, usually from 57.1 µM), inactives show top-dose activity change, negative = inhibition, most hits filed as inhibitors; note: potency is the fitted concentration of half-maximal effect; nearly all actives have a fitted effect of over 60% in size; many of its hits are not listed in these tables
Target sequence (O15296 whole entry, looked up): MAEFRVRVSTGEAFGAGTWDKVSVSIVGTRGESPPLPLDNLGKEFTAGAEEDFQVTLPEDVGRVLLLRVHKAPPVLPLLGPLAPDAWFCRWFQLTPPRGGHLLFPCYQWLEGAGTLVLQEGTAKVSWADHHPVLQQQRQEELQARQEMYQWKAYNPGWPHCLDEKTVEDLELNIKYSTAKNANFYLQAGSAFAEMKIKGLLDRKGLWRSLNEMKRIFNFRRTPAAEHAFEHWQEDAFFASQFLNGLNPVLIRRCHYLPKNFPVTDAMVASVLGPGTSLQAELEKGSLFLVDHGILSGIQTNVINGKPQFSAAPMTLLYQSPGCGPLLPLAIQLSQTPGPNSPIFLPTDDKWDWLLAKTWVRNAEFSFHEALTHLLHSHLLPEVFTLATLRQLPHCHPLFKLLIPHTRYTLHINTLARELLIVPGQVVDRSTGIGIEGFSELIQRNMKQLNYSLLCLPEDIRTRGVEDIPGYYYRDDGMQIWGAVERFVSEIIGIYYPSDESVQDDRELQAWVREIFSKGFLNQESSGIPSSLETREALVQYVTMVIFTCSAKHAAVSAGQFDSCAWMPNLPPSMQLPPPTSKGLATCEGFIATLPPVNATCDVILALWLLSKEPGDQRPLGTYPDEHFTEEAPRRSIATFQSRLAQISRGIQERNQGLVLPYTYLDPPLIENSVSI
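Screening format was qHTS against 50 nM purified 15hLO-2 in Hepes pH 7.5 with detergent. Activity follows hydroperoxide formation from 45 uM arachidonic acid, measured as 573:405 nm absorbance ratio of the ferric-xylenol orange complex.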
IMPase inh: IMPase inhibition in cells; AID 901; CHO-M1 cells, IP1 accumulation, HTRF TR-FRET ratio; P97697; inhibition (IP1 accumulation), % at 46.1 µM; 120,000 tested, under 10 active; active = well fitted curve in the direction sought with a large enough effect in the signal ratio, not every such curve was filed as active; inconclusive = small, poorly fitted or top-dose-only effect, or a change in a side signal; inactive = no such curve, though single readings can be large or run the other way; the % refers to the signal ratio;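 note: cells stimulated with carbachol in lithium chloride buffer; plate controls were DMSO basal wells for no effect and reference inhibitor wells for full effect; higher means more IMPase inhibition seen as more IP1 and lower FRET ratio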
Target sequence (P97697 whole entry, looked up): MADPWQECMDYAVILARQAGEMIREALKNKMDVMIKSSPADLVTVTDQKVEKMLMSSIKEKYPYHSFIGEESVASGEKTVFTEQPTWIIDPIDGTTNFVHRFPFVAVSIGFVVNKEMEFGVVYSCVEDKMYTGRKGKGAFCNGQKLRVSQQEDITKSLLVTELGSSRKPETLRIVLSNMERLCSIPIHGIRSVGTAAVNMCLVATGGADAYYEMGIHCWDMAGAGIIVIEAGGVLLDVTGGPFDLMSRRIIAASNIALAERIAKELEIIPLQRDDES
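Elevated IP1 in lysates lowers TR-FRET signal (665/620 ratio and 620 channel reported). Cells were CHO-M1, given carbachol (50 uM as added) plus 50mM LiCl, pH 7.4, 30 min, 37C; compounds titrated up to 46 uM; AC50 by Hill equation.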
ALOX12 inhib: 12-hLO (ALOX12) enzyme inhibition. P18054. purified 12-hLO, xylenol orange hydroperoxide absorbance. Potency, µM (top dose mostly 57.1 µM), for inactives: top-dose activity change, negative = inhibition, actives largely listed as inhibitors. 150,000 compounds, 0.12% hits; note: potency is the fitted concentration of half-maximal effect; nearly all actives have a fitted effect of over 55% in size; many of its hits are not listed in these tables
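150 nM 12hLO, 25 mM Hepes pH 7.0 + 0.01% Triton X-100; cpd preinc 15 min RT; 40 uM arachidonic acid, 30 min RT; Fe-XO 30 min; A573/A405 ratio as read-out.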
PNC assembly inh: blocks assembly of the perinucleolar compartment; PC3M PTB-GFP, PNC prevalence imaging, 16 h; hits give low values; activity change (PNC), negative = inhibition, % at 10 µM; 140,000 compounds, 3.1% hits;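 active = readout at or below -70, meaning at least 70% loss of cells showing the perinucleolar compartment, a nuclear body marking cancer cells; inconclusive = readout between -30 and a set limit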;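 note: plate controls were DMSO wells for no effect and camptothecin positive control wells for full effect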
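Compounds are pinned in duplicate onto adhered PC3M cells stably expressing GFP-tagged PTB and incubated 16 h at 37 C. Cells are then fixed, nuclei stained with Hoechst, and PNC-positive cells counted.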
Numbers without * were called inactive; ? = inconclusive; · = no result given; & = joins results of further samples; [ ] = remark or other dose. Unless noted, calls come from the whole dose curve; as a rule, active = well fitted curve in the direction sought with a large enough effect; inconclusive = small, poorly fitted or top-dose-only effect, or another doubt; inactive = no such curve, though single readings can be large; an effect the other way counts as inactive or inconclusive. Unless noted, % is set by controls: 0 for no effect and ±100 for the full control effect. These rows are one share of the data. The share of hits here may be higher or lower than overall.

| nr | 15-hLO-2 inh | SMILES | IMPase inh | ALOX12 inhib | PNC assembly inh |
| --- | --- | --- | --- | --- | --- |
| 1 | -12% | Cc1cc(C(=O)Nc2sc3c(c2C#N)CCC(C)C3)cs1 (configuration not stated) | 2 | -5% | -22 |
| 2 | -26%[11.4 µM] | ON(CCc1ccncc1)Cc1ccccc1 | · | 2%[11.4 µM] | · |
| 3 | 3% | O=c1nc2n(c3ncccc13)CCC2 | 14 | 1% | -24 |
| 4 | -7% | COc1cc(-c2nnc(SC/C=C/c3ccccc3)n2N)cc(OC)c1OC | 4 | 8% | 35 |
| 5 | -4% | Nc1nnc(-c2ccco2)s1 | -3 | -1% | ? |
| 6 | 4% | COc1ccc(N2CCN(CCNC(=O)C3CC(=O)N(C4CCCC4)C3)CC2)cc1 (configuration not stated) | 5 | -3% | -8 |
| 7 | -22% | Cc1ccc(NC(=O)Cn2nnc(-c3ccccc3NC(=O)c3cccs3)n2)cc1 | -2 | 4% | -88* |
| 8 | 4% | CCOC(=O)c1c(C)nc2sc(C(=O)Nc3ccccc3)c(N)c2c1-c1ccc(OC)cc1 | -9 | -8% | 24 |
| 9 | 3% | CCOc1cccc(N)c1 | · | -2% | · |
| 10 | 0% | N#CNC1=NCN(CCc2ccccc2)CN1 | 1 | -2% | -22 |
| 11 | -4% | CCOC(=O)c1sc2nc3c(cc2c1N)COC(C(C)C)C3 (configuration not stated) | 0 | -1% | 15 |
| 12 | -11% | N#C/C(C(=O)N1CCOCC1)=c1\s/c(=C/c2ccncc2)c(=O)n1-c1ccccc1 | 2 | 0% | 26 |
| 13 | 17% | O=S(=O)(NCc1ccc(Cl)cc1)c1cnc[nH]1 | -4 | 5% | 2 |
| 14 | 18% | COc1ccc(OCCSc2nnc(CCNC(=O)c3ccc(Cl)c(Cl)c3)n2C)cc1 | 5 | -2% | 68 |
| 15 | -10% | COc1ccc(N2CC(C(=O)Nc3ccc(S(=O)(=O)Nc4nc(C)cc(C)n4)cc3)CC2=O)cc1 (configuration not stated) | -4 | -3% | 39 |
| 16 | 28% | Cc1nc(N2CCN(Cc3ccccc3)CC2)nc2c1C(=O)CC(c1ccco1)C2 (configuration not stated) | 20 | -4% | 6 |
| 17 | -5% | COCCNC(=O)c1cc2c(=O)n3cccc(C)c3nc2n1C | -1 | 3% | 7 |
| 18 | · | O=C1CN(C(=O)c2cc3ccccc3oc2=O)C(c2ccccc2)c2cc(F)ccc2N1 (configuration not stated) | · | -2% | 32 |
| 19 | 1% | O=C(Nc1ccccc1F)c1ccc(CNS(=O)(=O)c2cccc(C(F)(F)F)c2)cc1 | -1 | 0% | 19 |
| 20 | -4% | Cc1cc(C)c(NC(=O)CN2C(=O)NC3(CCOc4ccccc43)C2=O)c(C)c1 (configuration not stated) | ? | -2% | 44 |
| 21 | 3% | O=C(Nc1ccc(CN2CCCCC2)cc1)c1ccc(Br)o1 | 5 | -3% | 33 |
| 22 | -11% | CCCc1nn(C)c2c1C(c1ccncc1)C(C#N)=C(N)O2 (configuration not stated) | 14 | 1% | -6 |
| 23 | -10% | CC(C)CC(=O)N1CCC(N2CCN(c3ccccc3)CC2)CC1 | 6 | -14% | -20 |
| 24 | 39%[activator] | COc1ccc(-c2n[nH]c(C)c2-c2ccc(Cl)cc2)c(O)c1OC | 1 | -26% | 27 |
| 25 | 4% | CN(CC(=O)O/N=C(\N)c1ccccn1)S(=O)(=O)c1cc(Cl)ccc1Cl | 3 | -8% | -11 |
| 26 | -1% | CCCCc1nc(NCc2ccccc2)c(C#N)c2c1COC(C)(C)C2 | -3 | 7% | 28 |
| 27 | · | CC(=O)c1nc(N2C(=O)CC(Cc3ccc(C)cc3)C2=O)sc1C (configuration not stated) | ? | -4% | 41 |
| 28 | · | O=C(c1ccccc1)c1c[nH]c2cc3c(cc2c1=O)OCO3 | -8 | 0% | ? |
| 29 | 6% | CC1CN(S(=O)(=O)c2cccc(-c3cn4cccnc4n3)c2)CC(C)O1 (configuration not stated) | ? | -1% | -20 |
| 30 | -12% | Cc1ccc(C)c(N2CCN(C(=O)CCCCn3c(=O)[nH]c4ccccc4c3=O)CC2)c1 | 1 | -12% | ? |
| 31 | -13% | CC(C)(C)c1cc[n+](/C(C(=S)NC2CC2)=C(/[O-])c2ccc(Cl)s2)cc1 | 5 | -5% | -2 |
| 32 | 42%[activator] | Cc1ccc(CNC(=O)c2cnc(-c3ccccn3)nc2C(F)(F)F)cc1 | 3 | -2% | ? |
| 33 | · | CSc1cccc(NC(=O)CCCOc2ccc(Cl)cc2Cl)c1 | · | -8% | -3 |
| 34 | · | Cc1cc([N+](=O)[O-])ccc1-c1ccc(/C=N/NC(=O)Cc2ccccc2)o1 | -5 | -4% | 23 |
| 35 | · | COc1ccc(/C(O)=C2/C(=O)C(=O)N(Cc3cccnc3)C2c2ccccn2)cc1 (configuration not stated) | -15 | -1% | 89 |
| 36 | -8% | CCCS(=O)(=O)N1CCCC(C(=O)NCCCN(CC)c2cccc(C)c2)C1 (configuration not stated) | -1 | -4% | 28 |
| 37 | 2% | Cc1cc(NC(=O)C23CCC(C)(C(=O)O2)C3(C)C)no1 (configuration not stated) | -4 | 2% | ? |
| 38 | -2% | Fc1ccc(-c2nc3c(Cl)cc(C(F)(F)F)cn3c2Cl)cc1 | 0 | 7% | 19 |
| 39 | 50%[activator] | O=C(COC(=O)c1c2c(nc3ccccc13)CCCC2)c1cccs1 | 7 | 10% | 64 |
| 40 | 1% | COc1ccc(C2C(C(=O)OCC(=O)NC(C)(C)C)CCC(=O)N2c2ccc(C)cc2)cc1OC (configuration not stated) | 1 | 4% | 30 |
| 41 | · | C=CCn1c(-c2ccccc2)n[nH]c1=S | -13 | 1% | -15 |
| 42 | -1% | Cc1cc(N2CCOCC2)nc(SCC(=O)c2ccc(Cl)cc2)n1 | 5 | -1% | 35 |
| 43 | -6% | CN(NS(=O)(=O)c1ccccc1)c1nc2ccccc2nc1C(F)(F)F | 3 | -6% | 30 |
| 44 | 1% | CCC1=C2CC[C@H]3C(=O)NC(=O)[C@H]3[C@H]2[C@@]2(Cc3ccccc3)C(=NCc3ccccc3)OC(=O)N2C1=O | · | -9% | · |
| 45 | 1% | O=C1c2ccccc2C(=Nc2ccccc2)C1c1cccc(Br)c1 (configuration not stated) | 7 | -2% | -15 |
| 46 | 1% | CC(=O)c1cccc(NC(=O)c2oc(C)nc2C)c1 | ? | -9% | -13 |
| 47 | -2% | CCOC(=O)c1ccccc1NC(=O)c1cccc2c1C(=O)N(C1CCN(C(=O)OCC)CC1)C2 | -1 | 2% | ? |
| 48 | · | C=CCNC(=O)COC(=O)c1ccccc1C(=O)N(C)C1CCCCC1 | · | 6% | 42 |
| 49 | -1% | O=C(Nc1ccccc1Br)C1CCC(=O)N1Cc1ccccc1Cl (configuration not stated) | 1 | 2% | ? |
| 50 | · | NC(=NCCc1ccccc1)NS(=O)(=O)c1ccc(F)cc1 | · | -1% | 5 |
| 51 | 8% | CCOC(=O)Cn1c(=N)n(Cc2ccccc2F)c2ccccc21 | 3 | 0% | ? |
| 52 | 12%&16% | C[N+]1(C)CCc2cc3c(cc2[C@@H]1[C@@H]1C(=O)Oc2c1ccc1c2OCO1)OCO3 | 1&3 | -7%&-1% | · |
| 53 | · | O=C(Cn1cnc2ccccc21)N/N=C/C(Br)=C/c1ccccc1 | 7 | -5% | -1 |
| 54 | -15% | O=C(c1ccc2c(c1)N(Cc1ccccc1)C(=O)c1ccccc1S2)N1CCCC1 | 7 | -7% | 30 |
| 55 | -18% | O=C1CC(N2CCN(c3nc4ccccc4s3)CC2)C(=O)N1Cc1cccs1 (configuration not stated) | 9 | -1% | ? |
| 56 | · | CCc1ccc2c(c1)C1(NN=C(c3ccc(C)cc3)S1)C(=O)N2 (configuration not stated) | -1 | -4% | 1 |
| 57 | · | Cc1nc(-c2cccc3ccccc23)ccc1C(=O)O | · | -1% | 73 |
| 58 | · | CCN(CC)S(=O)(=O)c1ccc(N2CCCCC2)c(NC(=O)/C=C/c2cc(OC)c(OC)c(OC)c2)c1 | · | -2% | ? |
| 59 | -29% | CCCc1ccc(C2C3=C(CC(C)(C)CC3=O)NC3=C2C(=O)c2ccccc23)cc1 (configuration not stated) | 6 | -9% | -21 |
| 60 | -10% | Cc1ccc(N2C(=O)CC(Cn3nc(C)cc3C)C2=O)cc1 (configuration not stated) | 1 | -4% | 28 |

(listing goes on)
| nr | 15-hLO-2 inh | SMILES | IMPase inh | ALOX12 inhib | PNC assembly inh |
| --- | --- | --- | --- | --- | --- |
| 61 | ? | CSc1ccccc1NC(=O)c1noc2c1CCC2 | -4 | -15% | ? |
| 62 | -17% | Cc1nc2ccccc2c(=O)n1NC(=O)c1c(O)c2ccccc2n(C)c1=O | -5 | 1% | ? |
| 63 | -12% | O=C(O)c1ccc(-c2ccccc2C(F)(F)F)o1 | -1 | -2% | 1 |
| 64 | -1% | NC(=O)CSc1nc(-c2ccccc2Cl)ns1 | 3 | 3% | 12 |
| 65 | 8% | c1ccc(-c2[nH]ncc2-c2nc3ccccc3[nH]2)cc1 | 2 | -4% | 27 |

Filtered by structure, the compounds so far containing a halogen
| nr | 15-hLO-2 inh | SMILES | IMPase inh | ALOX12 inhib | PNC assembly inh |
| --- | --- | --- | --- | --- | --- |
| 13 | 17% | O=S(=O)(NCc1ccc(Cl)cc1)c1cnc[nH]1 | -4 | 5% | 2 |
| 14 | 18% | COc1ccc(OCCSc2nnc(CCNC(=O)c3ccc(Cl)c(Cl)c3)n2C)cc1 | 5 | -2% | 68 |
| 18 | · | O=C1CN(C(=O)c2cc3ccccc3oc2=O)C(c2ccccc2)c2cc(F)ccc2N1 (configuration not stated) | · | -2% | 32 |
| 19 | 1% | O=C(Nc1ccccc1F)c1ccc(CNS(=O)(=O)c2cccc(C(F)(F)F)c2)cc1 | -1 | 0% | 19 |
| 21 | 3% | O=C(Nc1ccc(CN2CCCCC2)cc1)c1ccc(Br)o1 | 5 | -3% | 33 |
| 24 | 39%[activator] | COc1ccc(-c2n[nH]c(C)c2-c2ccc(Cl)cc2)c(O)c1OC | 1 | -26% | 27 |
| 25 | 4% | CN(CC(=O)O/N=C(\N)c1ccccn1)S(=O)(=O)c1cc(Cl)ccc1Cl | 3 | -8% | -11 |
| 31 | -13% | CC(C)(C)c1cc[n+](/C(C(=S)NC2CC2)=C(/[O-])c2ccc(Cl)s2)cc1 | 5 | -5% | -2 |
| 32 | 42%[activator] | Cc1ccc(CNC(=O)c2cnc(-c3ccccn3)nc2C(F)(F)F)cc1 | 3 | -2% | ? |
| 33 | · | CSc1cccc(NC(=O)CCCOc2ccc(Cl)cc2Cl)c1 | · | -8% | -3 |
| 38 | -2% | Fc1ccc(-c2nc3c(Cl)cc(C(F)(F)F)cn3c2Cl)cc1 | 0 | 7% | 19 |
| 42 | -1% | Cc1cc(N2CCOCC2)nc(SCC(=O)c2ccc(Cl)cc2)n1 | 5 | -1% | 35 |
| 43 | -6% | CN(NS(=O)(=O)c1ccccc1)c1nc2ccccc2nc1C(F)(F)F | 3 | -6% | 30 |
| 45 | 1% | O=C1c2ccccc2C(=Nc2ccccc2)C1c1cccc(Br)c1 (configuration not stated) | 7 | -2% | -15 |
| 49 | -1% | O=C(Nc1ccccc1Br)C1CCC(=O)N1Cc1ccccc1Cl (configuration not stated) | 1 | 2% | ? |
| 50 | · | NC(=NCCc1ccccc1)NS(=O)(=O)c1ccc(F)cc1 | · | -1% | 5 |
| 51 | 8% | CCOC(=O)Cn1c(=N)n(Cc2ccccc2F)c2ccccc21 | 3 | 0% | ? |
| 53 | · | O=C(Cn1cnc2ccccc21)N/N=C/C(Br)=C/c1ccccc1 | 7 | -5% | -1 |
| 63 | -12% | O=C(O)c1ccc(-c2ccccc2C(F)(F)F)o1 | -1 | -2% | 1 |
| 64 | -1% | NC(=O)CSc1nc(-c2ccccc2Cl)ns1 | 3 | 3% | 12 |
